Vif-APOBEC3F blk: qHTS for Inhibitors of Vif-A3F Interactions: qHTS. 390,000 tested, 0.2% active. Potency, µM (doses to about 46.1 µM), for inactives: top-dose activity, negative = active. HeLa A3F-eYFP + Vif (tagged APOBEC3F with the HIV-1 protein that degrades it), YFP fluorescence increase. AID 602313, 2012; also: % of control where 0% means no effect; nearly all actives have a fitted effect of over 65% in size
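HeLa cells stably expressing A3F-eYFP plus Vif, plated and incubated overnight at 37 deg C, then exposed to compounds overnight at 37 deg C. Blocked degradation read as raised yellow fluorescence (Ex 488/Em 500-530).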
USP1 inh: Inhibitors of USP1/UAF1: Primary Screen. recombinant USP1/UAF1, Ub-Rhodamine cleavage fluorescence. AID 743255, 2014. Potency, µM (titrated, usually from 57.1 µM), inactives show at the top dose activity change, negative = inhibition, most hits filed as inhibitors. 390,000 tested, 0.23% active; also: % is scaled to controls: 0 for no effect and ±100 for the full control effect; nearly all actives have a fitted effect of over 60% in size; inactives centre near -12
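High-throughput fluorogenic screen: 1nM USP1/UAF1 complex, Ub-Rho substrate 150nM final, 50mM HEPES pH 7.8 with 0.5mM EDTA, 0.1 mg/ml BSA, 1mM TCEP and 0.01% Tween-20.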
RGS4 inh: Inhibitors of Regulator of G Protein Signaling (RGS) 4: qHTS; Transcreener GDP fluorescence polarization, RGS4-accelerated GTP hydrolysis; Regulator of G-protein signaling 4 (Homo sapiens), P49798; Potency, µM (doses to about 114 µM), without a hit: at the top dose activity change, negative = inhibition, most hits filed as inhibitors; 390,000 tested, 0.039% active; also: % is scaled to controls: 0 for no effect and ±100 for the full control effect; nearly all actives have a fitted effect of over 75% in size; some results filed as inactive show a strong effect at the top dose
Target sequence (P49798 whole entry, looked up): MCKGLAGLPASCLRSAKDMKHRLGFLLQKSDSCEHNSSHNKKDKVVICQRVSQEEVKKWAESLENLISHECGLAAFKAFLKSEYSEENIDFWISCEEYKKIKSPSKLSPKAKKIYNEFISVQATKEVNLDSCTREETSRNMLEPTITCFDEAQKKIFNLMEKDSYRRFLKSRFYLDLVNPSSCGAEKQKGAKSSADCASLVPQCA
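MLSMR compounds (23 nl, pin-transferred) preincubated 10 min at room temperature with a 500nM (2x) first reagent, then RGS4 at 900nM (2x) plus Transcreener GDP mix added; fluorescence polarization (620/688 nm) read before and after 90 min at 30 °C.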
TrxR1 substrate: qHTS Assay for Substrates of Mammalian Selenoprotein Thioredoxin Reductase 1 (TrxR1): qHTS; Potency, µM (doses to about 114 µM), for inactives: top-dose activity change, negative = substrate turnover; Thioredoxin reductase 1, cytoplasmic (Rattus norvegicus), O89049; 390,000 tested, 0.01% active; purified TrxR1 substrate turnover, NADPH consumption readout; also: % is scaled to controls: 0 for no effect and ±100 for the full control effect; nearly all actives have a fitted effect of over 50% in size
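Rat TrxR1, dispensed at 90 nM, was prereduced with 400 uM NADPH (final) for 5 min at ~22 deg C, then incubated with compound 15 min before 400 uM selenite. A first-read NADPH fluorescence drop versus no-compound background flagged substrates.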
RXFP1 agonist: qHTS Assay for Agonists of the Relaxin Receptor RXFP1; Relaxin receptor 1 (Homo sapiens), Q9HBX9; HEK293T-RXFP1 cAMP TR-FRET, 30 min; response scale: percent of porcine relaxin response, buffer zero; Potency, µM (top dose mostly 57.5 µM), for the others: at the highest dose activation, hits mostly activators; 370,000 tested, 0.3% active; also: % is scaled to controls: 0 for no effect and ±100 for the full control effect; nearly all actives have a fitted effect of over 60% in size; many of its hits are not listed in these tables
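HEK293T cells stably expressing RXFP1 were pretreated with the PDE4 inhibitor Ro 20174, exposed to compounds for 30 min at 37C, lysed, and cAMP was read by TR-FRET. Data normalized to buffer (basal) and 29 nM porcine relaxin (100%).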
Vif-A3G inh: qHTS for Inhibitors of Vif-A3G Interactions: qHTS | DNA dC->dU-editing enzyme APOBEC-3G (Homo sapiens), Q9HC16 | HeLa A3G-eYFP + Vif (tagged APOBEC3G with the HIV-1 protein that degrades it), YFP fluorescence, overnight | Potency, µM (top dose mostly 46.1 µM), for inactives: top-dose activity, negative = active, most hits filed as inhibitors | 410,000 tested, 0.076% active | AID 602310, 2012;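 also: % is scaled to controls: 0 for no effect and ±100 for the full control effect; nearly all actives have a fitted effect of over 60% in size; hits raise eYFP signal because A3G escapes Vif-driven loss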
Target sequence (Q9HC16 whole entry, looked up): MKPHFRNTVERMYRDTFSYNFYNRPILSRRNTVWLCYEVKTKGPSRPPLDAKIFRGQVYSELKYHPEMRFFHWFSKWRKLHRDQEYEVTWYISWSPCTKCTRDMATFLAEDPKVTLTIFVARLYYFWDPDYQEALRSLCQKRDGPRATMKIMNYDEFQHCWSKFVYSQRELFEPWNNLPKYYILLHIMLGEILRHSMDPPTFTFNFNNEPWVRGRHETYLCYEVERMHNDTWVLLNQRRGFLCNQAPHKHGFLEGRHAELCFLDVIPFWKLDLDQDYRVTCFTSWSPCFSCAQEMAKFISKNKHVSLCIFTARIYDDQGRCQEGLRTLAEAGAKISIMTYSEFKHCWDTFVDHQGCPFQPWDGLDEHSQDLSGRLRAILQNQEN
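Read-out is eYFP fluorescence (Ex 488/Em 500-530) from Vif-expressing HeLa A3G-eYFP cells; more signal means A3G escaped Vif-mediated degradation. Cells plated overnight, compound pinned in, incubated overnight at 37 deg C.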
IDH1 R132H inh: qHTS for Inhibitors of mutant isocitrate dehydrogenase 1 (IDH1): qHTS; AID 602179, 2012; 390,000 tested, 0.093% active; Potency, µM (top dose mostly 76.6 µM), for inactives: at the highest dose activity change, negative = inhibition, most hits filed as inhibitors; IDH1-R132H enzyme, NADPH consumption, diaphorase/resazurin fluorescence; also: % is scaled to controls: 0 for no effect and ±100 for the full control effect; nearly all actives have a fitted effect of over 65% in size
Target sequence (O75874 whole entry R132H, stated change not applied): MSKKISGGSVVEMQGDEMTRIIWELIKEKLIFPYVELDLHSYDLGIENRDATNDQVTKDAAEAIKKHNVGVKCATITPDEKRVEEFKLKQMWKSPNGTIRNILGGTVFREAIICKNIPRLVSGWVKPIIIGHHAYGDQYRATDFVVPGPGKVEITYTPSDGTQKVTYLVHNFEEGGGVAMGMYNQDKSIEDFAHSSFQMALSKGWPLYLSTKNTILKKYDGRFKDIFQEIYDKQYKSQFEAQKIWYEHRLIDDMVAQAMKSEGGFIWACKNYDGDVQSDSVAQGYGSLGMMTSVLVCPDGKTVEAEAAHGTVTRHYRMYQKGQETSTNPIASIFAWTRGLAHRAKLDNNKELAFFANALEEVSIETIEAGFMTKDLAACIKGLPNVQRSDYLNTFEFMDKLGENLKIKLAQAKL
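IDH1-R132H (0.5 ug/mL dispensed) in pH 7.5 Tris buffer was preincubated 30 min with compound, then given a substrate mix of 0.016 mM NADPH and 2 mM alpha-KG for 80 min at room temperature; remaining NADPH was read by diaphorase/resazurin fluorescence.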
rTrxR1 inhibitor: qHTS Assay for Inhibitors of Mammalian Selenoprotein Thioredoxin Reductase 1 (TrxR1): qHTS | Thioredoxin reductase 1, cytoplasmic (Rattus norvegicus), O89049 | recombinant rTrxR1, NADPH fluorescence consumption, selenite substrate | Potency, µM (titrated, usually from 114 µM), for the others: at the highest dose activity change, negative = inhibition, hits mostly inhibitors | 390,000 tested, 1% active; also: % is scaled to controls: 0 for no effect and ±100 for the full control effect; nearly all actives have a fitted effect of over 65% in size
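Rat TrxR1 (90 nM in the dispensed reagent) was pre-reduced with 400 uM NADPH for 5 min at room temperature, then incubated with compound for 15 min. After 400 uM selenite was added, NADPH fluorescence (Ex 340/Em 450 nm) was followed for 8 min.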
12-LOX inh: Primary qHTS assay for inhibitors of human arachidonate 12S-lipoxygenase (ALOX12): Round 2; Polyunsaturated fatty acid lipoxygenase ALOX12 (Homo sapiens), P18054; purified 12hLO, xylenol orange hydroperoxide absorbance; Potency, µM (series often up to 108 µM), for the others: at the highest dose activity change, negative = inhibition, most hits filed as inhibitors; 580,000 tested, 1.1% active; AID 1671190, 2021; also: % is scaled to controls: 0 for no effect and ±100 for the full control effect
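Purified human 12hLO (150 nM final) in 25 mM Hepes, 0.01% Triton X-100, pH 7.0 was preincubated 15 min at room temperature with compound. Then 40 uM arachidonic acid was added, 30 min. Hydroperoxide was read by Fe-XO absorbance ratio 573/405 nm.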
Active calls of the source: *; u = inconclusive; x = no result given; & = joins results of further samples; [ ] = remark or other dose. Calls follow the shape of the dose curve; as a rule, active = well fitted curve in the direction sought with a large enough effect; inconclusive = small, poorly fitted or top-dose-only effect, or another doubt; inactive = no such curve, though single readings can be large; an effect the other way counts as inactive or inconclusive. Potency is read from the fitted curve at half-maximal effect.

SMILES	Vif-APOBEC3F blk	USP1 inh	RGS4 inh	TrxR1 substrate	RXFP1 agonist	Vif-A3G inh	IDH1 R132H inh	rTrxR1 inhibitor	12-LOX inh
Cc1ccc2c(c1)[C@@H]1CN(C)CC[C@@H]1N2S(=O)(=O)c1ccc([N+](=O)[O-])cc1	-8%	-19%	-8%	2%[57.1 µM]	1.1%	2%	8%	-20%[57.1 µM]	u
COc1cccc(CN2C(=O)[C@H]3Cc4c([nH]c5ccccc45)C(C)(C)N3C2=O)c1	0%	x	20%	-6%	x	0%	x	21%	-2%
COc1cc2c(cc1OC)CN(C(=S)Nc1ccccc1)CC2	-8%	-18%	-13%	-9%	-0.1%	0%	-1%	11%	-3%
CCOc1cc(C2CC(=O)N3CN(C4CCCCC4)CSC3=C2C#N)ccc1O (stereo not given)	1%	u	u	-3%	8.9%	-1%&0%	13%	u	u
CCn1cc(S(=O)(=O)Nc2ccc3c(c2)OCCO3)cn1	-1%	-4%	1%	5%	-0.5%	0%	4%	14%	6%
Cc1cccc(-c2cccc(NC(=O)C3CCCN(C(=O)c4cccnc4)C3)c2)c1 (stereo not given)	1%	-31%	-24%	7%	-0.2%	1%	14%	30%	60%[activator]
O=C1C2CCCN2C(c2ccccc2F)N1c1ccc(F)cc1 (stereo not given)	x	-12%	-10%	-1%	-1.1%	-7%	5%	-10%	5%
COc1cc(OC)cc(-c2oc(=O)c3cc(OC)c(OC)cc3c2C#CCCCO)c1	-3%	-9%	-3%	40%[activator]	16%	2%	-12%	-18%	13%
C/C(CCc1ccco1)=N\NC(=O)CNc1c(Br)cc(Br)cc1Br	3%	-9%	-5%[56.9 µM]	0%	0.3%	0%	2%	-3%	-1%
O=C(CNC(=O)c1ccc(Cl)cc1)c1ccc(Br)cc1	-2%	-12%	-12%	2%[57.1 µM]	8.2%	-1%	0%	-38%[57.1 µM]	3%
O=C(Nc1cc(=O)[nH]c2ncnn12)c1ccc(Cl)cc1Cl	x	-1%	6%	-2%	2.2%	0%	16%	-10%	-15%
COc1cccc(C(=O)NC2CCCc3ccccc32)c1 (stereo not given)	-19%	-7%	16%	-14%	2.3%	-1%	5%	5%[57.1 µM]	14%
N=c1c2c(ncn1CCCO)Oc1ccc3ccccc3c1C2c1ccccc1 (stereo not given)	4%	-3%	-27%	2%	2.2%	-12%	2%	5%[57.1 µM]	u
CC(C)NC(=O)c1ccc(-n2c(-c3ccccc3)cc3c2CCCC3)cc1	1%	-13%	27%	-8%	-0.7%	u	0%	7%	-17%
COc1ccc(CNC(=O)c2ccc3ccccc3n2)cc1	7%	-14%	2%	-4%	0.4%	0%	-2%	9%	0%
N/C(=N\OC(=O)CCCc1ccccc1)c1ccccn1	u	-3%	-10%	-14%	3.0%	2%	-2%	-19%	-6%
COc1ccc(NC(=O)c2cc3cc(OC)ccc3oc2=O)cc1	-2%	-19%	-8%	8%	x	-5%	8%	21%	7%
CC1=C(C(=O)OC2CCCCCC2)C(c2ccccc2Cl)CC(=O)N1 (stereo not given)	-5%	-17%	-8%	-1%	-0.2%	-10%	0%	9%	-16%
Cc1cccc2nc(CSc3nnc4ccccn34)cn12	3%	-11%	-2%	5%	0.8%	0%	1%	-13%	u
Cc1ccc(CN(C)C(=O)C2CCC(=O)N(CCc3ccccc3)C2)o1 (stereo not given)	-11%	-13%	u	9%	1.3%	5%	6%	40µM*	11%
CC(NC(=O)C1CCN(S(=O)(=O)c2cc([N+](=O)[O-])ccc2Cl)CC1)c1ccccc1 (stereo not given)	-13%	-20%	-15%	-1%	0.1%	-1%	7%	1%	-28%
Cc1nc2nc(SCc3c(F)cccc3Cl)nn2c(C)c1Cc1ccccc1	9%	u	-1%	-1%[57.1 µM]	-1.6%	4%	0%	9%[57.1 µM]	-18%
CN1C(=O)C(O)(CC(=O)c2ccc(F)cc2)c2cc(Br)ccc21 (stereo not given)	-5%	-1%	-12%	-11%	-0.7%	-4%	-3%	-7%	6%
CCc1ccc(NC(=O)/C(C#N)=C/c2cn(CC(=O)O)c3ccccc23)cc1	0%	-15%	-54%	3%[57.1 µM]	1.9%	1%	7%	11%[57.1 µM]	u
O=C(O)c1sccc1S(=O)(=O)N1CCN(c2ccc(C(F)(F)F)cn2)CC1	6%	-13%	34%	3%	1.3%	2%	-8%	0%	0%
Cc1c(NC(=O)C(C)OC(=O)c2ccc(Cl)nc2)c(=O)n(-c2ccccc2)n1C (stereo not given)	-11%	-11%	17%	-5%	1.5%	-1%	6%	-2%	-4%
Nc1nc(SCc2ccccc2)c2ncn(C3CCCO3)c2n1 (stereo not given)	7%	-11%	-13%	-9%	x	2%	5%	-18%	-30%
COc1ccc(CN(C)S(=O)(=O)c2nnc(NC(=O)c3ccc(C)cc3)s2)cc1OC	11%	-21%	9%	4%	u	-6%	-4%	34%	0%
CCSc1nc(-c2ccc(OC)cc2)ccc1C#N	x	u	0%	71%[activator]	2.2%	-13%	1%	24%	0%
Cc1nc(SCC(=O)N2CCCC2=O)c2c(C)c(C)sc2n1	-13%	-2%	x	x	x	-1%	-8%	x	-12%

One compound at a time (already shown). Order of values: Vif-APOBEC3F blk | USP1 inh | RGS4 inh | TrxR1 substrate | RXFP1 agonist | Vif-A3G inh | IDH1 R132H inh | rTrxR1 inhibitor | 12-LOX inh
Entry for `Cc1ccc(CN(C)C(=O)C2CCC(=O)N(CCc3ccccc3)C2)o1` (stereo not given) → -11% | -13% | u | 9% | 1.3% | 5% | 6% | 40µM* | 11%
Entry for `Cc1c(NC(=O)C(C)OC(=O)c2ccc(Cl)nc2)c(=O)n(-c2ccccc2)n1C` (stereo not given) → -11% | -11% | 17% | -5% | 1.5% | -1% | 6% | -2% | -4%
Entry for `N=c1c2c(ncn1CCCO)Oc1ccc3ccccc3c1C2c1ccccc1` (stereo not given) → 4% | -3% | -27% | 2% | 2.2% | -12% | 2% | 5%[57.1 µM] | u
Entry for `O=C(Nc1cc(=O)[nH]c2ncnn12)c1ccc(Cl)cc1Cl` → x | -1% | 6% | -2% | 2.2% | 0% | 16% | -10% | -15%
Entry for `CC(NC(=O)C1CCN(S(=O)(=O)c2cc([N+](=O)[O-])ccc2Cl)CC1)c1ccccc1` (stereo not given) → -13% | -20% | -15% | -1% | 0.1% | -1% | 7% | 1% | -28%

Remaining list, next part
SMILES	Vif-APOBEC3F blk	USP1 inh	RGS4 inh	TrxR1 substrate	RXFP1 agonist	Vif-A3G inh	IDH1 R132H inh	rTrxR1 inhibitor	12-LOX inh
CN(C)S(=O)(=O)c1cccc(NC(=S)N2CCc3ccccc32)c1	3%	-4%	-1%	-15%	0.1%	3%	9%	-18%	-20%
CS(=O)(=O)N(CC(=O)NCCC1=CCCCC1)C1CCCCC1	-4%	-5%	1%	2%	1.7%	2%	3%	10%	-12%
COc1ccc(NC(=O)CSc2nccn2C)c([N+](=O)[O-])c1	-1%	-22%	-6%	3%[57.1 µM]	3.6%	0%	1%	9%[57.1 µM]	2%
Cc1ccccc1CN1C[C@@H]2C[C@@H](c3cn(C)nc3-c3ccccc3)N3CCC[C@@]23C1=O	1%	-29%	u	-4%	2.3%	-4%	9%	45µM*	u
Cn1c(N)c(C(=O)COC(=O)COc2ccccc2C#N)c(=O)n(C)c1=O	18%	-17%	-20%	-2%[57.1 µM]	u	-3%	4%	-2%	-6%
Cc1cc(C)c2[nH]c(=O)c(CN(Cc3ccco3)C(=O)C3CCCO3)cc2c1 (stereo not given)	-6%	-11%	-19%	11%	1.6%	0%	2%	u	-2%
COc1ccc(CN(C(=O)CN2C(=O)NC3(CCC(C)CC3)C2=O)C(C)Cc2cccs2)cc1 (stereo not given)	3%	-9%	-4%	1%	-0.7%	-10%	2%	12%	u
O=C1COc2ccc(S(=O)(=O)N3CCN(c4cccc(C(F)(F)F)c4)CC3)cc2N1	-5%	-24%	-10%	-1%	2.1%	0%	13%	4%	7%
O=C1NCCc2c1[nH]c1ccccc21	4%	-7%	9%	25%[57.1 µM]	3.0%&0.9%	-1%	-1%	0%[57.1 µM]	-16%
N=C1C(c2ccccc2)=C(O)CN1c1cccc2ccccc12	-3%	-8%	-1%	4%	-1.3%	-7%	10%	9%	-1%
O=C(COc1ccc(Br)cc1)NNC(=O)c1cc(S(=O)(=O)N2CCOCC2)ccc1Cl	-3%	-12%	5%	1%	x	-2%	-8%	16%	168%[activator]
COc1cccc(CNC(=O)CSCC(=O)Nc2cc(C)on2)c1	5%	-15%	-15%	7%	1.4%	-3%	1%	23%	-16%
COc1c(F)c(F)c(C(=O)Nc2ccc(N3CCN(Cc4ccccc4)CC3)cc2)c(F)c1F	-5%	-6%	-16%	0%	2.3%	3%	0%	22%	u

A portion of the library. The share of hits here may be higher or lower than overall.
